Bioassay records (PubChem BioAssay)
HTR5A ag: activates human HTR5A in OPRM1-OPRD1 agonist counter-screen; P47898; HTR5A agonist assay, luminescence, cell-based; 340,000 tested, 0.61% active; activation, % at 9.3 µM; in the data active means activation mostly above about 9.5%, no sharp cut-off; inactive means mostly below about 7.6%;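 further: 0% = cells with vehicle only and 100% = reference agonist; strong numbers were not always called active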
Wnt bcat act: activates Wnt/beta-catenin signaling in a reporter cell assay. activation, % at 9.35 µM. 300,000 tested, 1.2% active. AID 743398. activator, plate reader; in the data active means activation above about 30%, passing the limit was not always enough; inconclusive means no clear call, values can overlap the other calls;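 further: 0% = neutral control wells and 100% = positive control wells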
V-ATPase pHluor: alters yeast V-ATPase proton transport. S. cerevisiae, pHLuorin cytosolic pH fluorescence. response, % at 10 µM. 350,000 tested, 0.37% active. AID 504577; in the data active means response mostly above about 7.3%, no sharp cut-off; inactive means mostly below about 5.4%; further: actives read high; inactives centre near 0; some compounds called inactive have numbers as strong as hits; reference of the scale not given here
PvdQ inh: P. aeruginosa PvdQ acylase inhibition. purified PvdQ acylase, fluorescence plate reader. inhibition, % at 10 µM. 340,000 tested, 0.063% active; in the data active means inhibition above about 30%, passing the limit was not always enough; inconclusive means no clear call, values can overlap the other calls;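 further: 0% = vehicle neutral wells and 100% = reference inhibitor wells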
dFosB activator: activators of mouse delta FosB homodimer | P13346 | AID 493131 | purified delta FosB, TAMRA-CDK5 oligo fluorescence polarization; percent of positive-control signal above neutral wells | activation, % at 25 µM | 340,000 tested, 0.99% active;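 active means mean activation above about 17%, with every replicate also reaching it, limit read from the data, passing the limit was not always enough; inconclusive means only one of the two conditions met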;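 further: fluorescence polarization rise as delta FosB binds a TAMRA Cdk5 AP-1 oligo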
Target sequence (P13346 whole entry, looked up): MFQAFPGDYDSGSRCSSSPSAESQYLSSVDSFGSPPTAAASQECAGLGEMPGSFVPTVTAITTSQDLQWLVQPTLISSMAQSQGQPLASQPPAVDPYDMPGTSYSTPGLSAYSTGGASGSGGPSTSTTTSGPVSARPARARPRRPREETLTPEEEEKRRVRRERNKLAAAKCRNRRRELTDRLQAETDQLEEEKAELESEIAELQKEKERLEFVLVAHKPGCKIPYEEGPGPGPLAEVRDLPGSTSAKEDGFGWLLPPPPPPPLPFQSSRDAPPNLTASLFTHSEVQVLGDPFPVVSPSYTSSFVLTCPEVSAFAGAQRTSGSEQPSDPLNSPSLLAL
NSD2 inh: NSD2 (human) methyltransferase inhibition. NSD2 peptide methylation, AlphaScreen, 120 min. inhibition, % at 12.5 µM. 310,000 tested, 0.54% active. AID 743445; in the data active means inhibition above about 50%
SR-BI DiI inh: inhibitors of mouse SR-BI mediated HDL lipid uptake; Q61009; inhibition, % at 12.5 µM; 320,000 tested, 0.96% active; ldlA[mSR-BI] CHO cells, DiI-HDL uptake fluorescence, 3 h;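 active means mean replicate inhibition of at least 70% and a set share of replicates each scoring 70 or more; inconclusive means meets just one of the two criteria; inactive means fails both criteria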;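 further: 0% = median of neutral control wells and 100% = median of positive control wells; values of inactives mirror those of a sister screen read the other way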
Target sequence (Q61009 whole entry, looked up): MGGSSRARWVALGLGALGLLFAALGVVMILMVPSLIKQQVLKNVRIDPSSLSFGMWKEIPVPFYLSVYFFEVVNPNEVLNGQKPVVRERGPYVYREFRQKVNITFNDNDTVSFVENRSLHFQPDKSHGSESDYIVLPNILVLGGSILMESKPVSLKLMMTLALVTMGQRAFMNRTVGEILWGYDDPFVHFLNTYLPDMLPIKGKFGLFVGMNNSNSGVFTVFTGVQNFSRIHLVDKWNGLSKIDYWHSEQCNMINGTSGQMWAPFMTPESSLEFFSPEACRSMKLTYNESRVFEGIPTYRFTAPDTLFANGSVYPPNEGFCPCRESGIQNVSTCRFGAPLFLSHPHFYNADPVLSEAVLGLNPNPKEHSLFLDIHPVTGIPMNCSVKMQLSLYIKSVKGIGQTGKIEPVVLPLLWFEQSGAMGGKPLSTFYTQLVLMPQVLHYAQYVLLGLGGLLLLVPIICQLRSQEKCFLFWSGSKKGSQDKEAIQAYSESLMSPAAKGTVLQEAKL
CDK5 p35 inh: blocks human CDK5/p35 kinase activity; 330,000 tested, 0.01% active; inhibition, % at 10 µM; Recombinant CDK5/p35, ADP-Glo luminescence, 60 min;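 active means highest replicate inhibition of at least 50% and at least 75% of replicates reaching 50%; inconclusive means only one of the two criteria met; inactive means both criteria failed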;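 further: plate controls were DMSO neutral control for no effect and GW8510 at 10 µM for full effect; many of its hits are not listed in these tables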
HTR5A inv ctr: HTR5A inverse agonism, opioid heterodimer counter-screen; HTR5A cell line, luminescence; 340,000 tested, 0.083% active; AID 504634; P47898; inhibition, % at 9.3 µM; in the data active means inhibition mostly above about 23%, no sharp cut-off; inactive means mostly below about 18%;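 further: 0% = cells with DMSO and 100% = no-cell wells with DMSO; some compounds called inactive have numbers as strong as hits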
MITF TRPM1 HTS: MITF TRPM1 promoter activation in melanoma cells; SK-MEL-5 TRPM1-promoter luciferase, 24 h; % of positive control, neutral wells = 0; activation, % at 12.5 µM; 300,000 tested, 0.75% active;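 active means mean activation of at least 80% with every replicate also reaching 80%; inconclusive means mean reaches 80% but some replicate falls short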;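 further: 0% = neutral control wells and 100% = parthenolide positive control wells; values of inactives mirror those of a sister screen read the other way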
* = called active by the depositor; ? = inconclusive; . = not tested or not shown; & = joins results of further samples.

SMILES,HTR5A ag,Wnt bcat act,V-ATPase pHluor,PvdQ inh,dFosB activator,NSD2 inh,SR-BI DiI inh,CDK5 p35 inh,HTR5A inv ctr,MITF TRPM1 HTS
O=C(C/C=N\OCc1ccc(Cl)cc1Cl)Nc1ccccc1,1,0,0,9,-3,-4,-2,1.8,-2,-2
c1ccc(COc2ccc(Nc3ncnc4nc[nH]c34)cc2)cc1,14,1,-1,-32,-7,.,-5,-0.7,-38,82*
Cn1ncc(Br)c1NC(=O)Nc1ccc(OC(F)(F)F)cc1,0,0,9,-6,-5,-4,0,0.3,-12,-4
CCN1CCN(c2ncnc3sc(C)c(-c4ccccc4)c23)CC1,2,0,-1,-10,-3,20,.,-0.5,-5,.
Cc1ccc(-n2ncc(C(=O)Nc3cc(Cl)ccc3Cl)c2C2CCNCC2)cc1,-5,-6,0,-9,-10,2,-6,-7.2,-2,-5
Cc1nn2c(N3CCN(C)CC3)cc(C(C)(C)C)nc2c1-c1ccccc1,1,-3,-2,-12,-1,2,33,0.6,-37,11
CC(=O)OC1CC2(C)C(=O)CCC2C2CCc3cc(O)ccc3C12 (centres undefined),1,-1,-1,1,2,0,25,1.2,17,2
C=CCSc1nc(Cc2ccc(Cl)cc2)nc2ccccc12,-4,-4,-1,-6,5,-1,-10,0.2,9,-6
CCCCC[C@H]1CN(C2CCCCC2)C(=O)[C@@H]1CC(=O)NCc1ccc(OC)cc1,13,-5,2,-17,-6,.,14,-0.3,-36,-9
COc1ccc(CN(C(=O)c2ccc3c(c2)OCCO3)C(C(=O)NC2CCCCC2)c2ccc3ncccc3c2)cc1 (centres undefined),1,.,-1,-13,-18,3,-7,-1.9,10,-4
NS(=O)(=O)c1cc2c(cc1Cl)NC=NS2(=O)=O,-6,-1,-1,-6,4,.,3,-1.0,22,-3
COc1ccc(S(=O)(=O)n2oc(=O)cc2-c2ccccc2)cc1,4,3,1,-1,0,-1,-5,0.5,13,4
Cc1cccn2cc(-c3ccc4c(c3)NC(=O)CO4)nc12,-6,23,-1,-11,-8,-3,-9,2.4,16,46
COC(=O)C(NC(=O)C(CC(C)C)NC(=O)C1CCC(C)CC1)C(C)C (centres undefined),6,-4,-2,3,-7,.,10,-0.4,-7,.
Cc1cc(-c2ccc(C(C)C)c(S(=O)(=O)Nc3ccccn3)c2)on1,6,2,1,-4,-13,11,15,0.5,24,18
CS(=O)(=O)Nc1ccccc1C(=O)NC1CC2CCC1C2 (centres undefined),-1,.,-4,3,2,-2,-10,-1.1,-7,.
COc1ccc(C2NC(=O)NC(C)=C2C(C)=O)cc1 (centres undefined),0,.,2,-13,1,6,-18,1.6,1,10
COc1ccc(-c2nc3ccccc3n2OCC(=O)O)cc1,-3,16,-1,-11,-5,-3,-11,0.1,8,21
COc1ccccc1NC(=O)Cn1cc(C(=O)c2ccco2)c2ccccc21,3,0,3,-1,-14,-5,20,0.5,-26,-8
COc1ccc(N2CCN(C(=O)Cn3nnc(-c4ccc(OC)c(OC)c4)n3)CC2)cc1,4,-1,1,-9,-5,.,28,0.0,-14,-12
CC1=[N+]([O-])C(C)(C)N(O)C1(C)C,-2,0,-3,-2,7,-2,-21,0.7,-2,11
CCOC(=O)N1CCN(C(=O)CSc2nc3c([nH]c4ccccc43)c(=O)n2CCOC)CC1,1,1,-3,-4,-9,0,-28,-1.2,0,-21
Cc1cc(/C=N/NC(=O)c2ccc(CN3CCOCC3)cc2)c(C)n1-c1ccccc1,5,.,-3,-14,-10,4,72*,0.1,5,0
C[C@H](CO)N1C[C@H](C)[C@@H](CN(C)C(=O)Nc2ccc3c(c2)OCO3)Oc2ccc(NC(=O)Nc3ccc4c(c3)OCO4)cc2C1=O,1,0,2,8,-6,.,-5,1.2,-3,6
O/N=C1\CCCc2ccc(Cl)cc21,0,-4,4,-11,-8,-2,-3,0.0,-1,-13
CNCCNC[C@H](Cc1cccc2ccccc12)NCCc1ccccc1,3,-2,-2,1,3,.,-31,-0.4,5,28
Cn1c(N)c(C(=O)COC(=O)CSc2ccc(Cl)cc2)c(=O)n(C)c1=O,2,.,1,-10,-2,25,7,-1.1,18,16
Cc1ccc(NC(=O)CCc2c(C)[nH]c(=O)c(C#N)c2C)cc1,-2,1,-1,-12,0,6,.,-0.7,5,4
Cc1ccc2c(c1)N(C)/C(=C/c1cccc[n+]1C)S2,-4,-12,-1,-4,18*,.,-3,0.8,14,-8
O=C(N/N=C/c1cccnc1)c1sc2ccccc2c1Cl,1,8,0,-17,-41,1,10,0.2,-6,8
CCCCn1c(NC(=O)c2ccco2)c(S(=O)(=O)c2ccc(C)cc2)c2nc3ccccc3nc21,0,7,1,5,0,.,1,1.0,16,7
Cc1ccc(NC(=O)N/C=C/c2ccc(Cl)cc2)cc1,-1,.,-4,-6,-7,1,7,0.1,2,30
O=C1c2cccc3cccc(c23)C(=O)N1CCCSc1ncn[nH]1,1,3,-2,-11,3,-1,8,0.8,-2,12
CCCC1=C(C(=O)OCC)C(c2cccs2)n2ncnc2N1 (centres undefined),4,2,-5,-5,-7,0,0,-2.2,0,.
CCOP(=O)(OCC)C(NC(=O)Nc1ccc(Cl)cc1)C(N)=O (centres undefined),0,-1,0,22,7,-3,-22,-3.8,1,15
CC(=O)c1cccc(N=Cc2c(O)ccc3ccccc23)c1,1,0,2,-20,1,1,8,0.2,-3,.
CC(=O)N1N=C(c2ccco2)CC1c1ccc(Br)cc1 (centres undefined),5,5,-1,11,-5,0,-28,-1.2,-11,11
Cc1nnc(SCC(=O)N(C(C)C)C(C)C)nc1C,-3,.,0,-17,4,8,-4,1.8,8,7
CCN(CC)CCNC(=O)C1c2ccccc2C(=O)N(CCOC)C1c1ccc(F)cc1 (centres undefined),-7,-1,1,6,-2,.,6,0.6,18,.
COc1ccc(/C(C)=N/Nc2nccnc2Cl)cc1,-6,29,-1,-6,-1,0,14,0.0,14,65
COC(=O)c1ccc(C(NC(=O)c2cccnc2)NC(=O)c2cccnc2)cc1,5,-2,2,-20,-4,-8,-10,0.6,-18,-7
C[C@@H]1CN([C@@H](C)CO)C(=O)c2cc(NC(=O)CCN3CCOCC3)ccc2O[C@@H]1CN(C)C(=O)Nc1ccccc1,-4,-3,4,-1,2,.,-18,-1.7,7,-9
COC(=O)Nc1c(-c2ccccc2)nc2ccc(C)cn12,-2,.,4,-8,-6,24,-20,1.1,5,-2
CCC(C(=O)NC(C)(C)C)N(C(=O)Cn1nnc(-c2ccccc2F)n1)c1cccc2c1CCCC2 (centres undefined),-2,.,-2,1,5,-4,8,0.3,0,.
NN=C1c2ccccc2-c2ccc(N)cc21,3,2,-2,4,-3,3,18,0.4,-13,15
COc1ccc(N2CCN(C(=O)COc3ccc(Cl)cc3Cl)CC2)cc1,-7,-2,-2,-9,-12,28,.,-0.3,17,-15
CCOc1ccc(C2C(C(=O)c3ccc(C)o3)=C(O)C(=O)N2c2cc(C)on2)cc1OC (centres undefined),-1,-2,1,0,-1,3,-17,1.1,-10,-10
O=C(O)CN1C(=O)NC2NC(=O)NC21 (centres undefined),0,-4,0,-8,-2,-1,-17,0.8,4,4
CCN(CC(=O)Nc1ccccc1OC)C(=O)COc1ccc2ccccc2c1,4,6,1,-1,-7,0,-11,0.7,-1,-7
C[N+](C)(C)CCOC(=O)CCC(=O)OCC[N+](C)(C)C,0,0&-2,10,-8,-4,.,-6,-2.1,-8,-5
Cc1cc([N+](=O)[O-])nn1CC(=O)N/N=C/c1ccccc1F,5,-1,-3,-15,0,11,-13,0.7,-12,.
O=C(CC(NC(=O)c1ccccc1)c1ccccc1)NCc1ccccc1 (centres undefined),-1,-1,1,-12,-12,0,-3,2.9,2,-3
Fc1ccc(-c2cc3nc(-c4ccccc4)cc(N4CCN(CCN5CCOCC5)CC4)n3n2)cc1,4,.,1,-12,20*,-14,-6,0.0,-10,3
c1cncc(-c2csc(-c3cccnc3)n2)c1,5,2,1,-11,-19,0,-15,2.6,-17,25
CCc1ccccc1N(CC(=O)NC1CCCCC1)C(=O)CCC(=O)Nc1ccccn1,-3,-1,1,-9,-10,-2,-16,2.9,-15,6
COC(=O)c1cc(NS(=O)(=O)c2ccc(N3CCCCCC3)c([N+](=O)[O-])c2)cc(C(=O)OC)c1,-8,.,1,7,-6,1,2,-2.5,-2,5
COc1ccccc1N(CC(=O)N1CCN(c2ccc(F)cc2)CC1)S(=O)(=O)c1ccc(C)cc1,-3,-1,3,-8,-7,-1,1,0.8,7,-3
COc1ccc(CN2CCN(CCc3ccccc3)C(CCO)C2)c(O)c1 (centres undefined),-4,0,-1,3,-6,39,-9,-5.9,11,-6
CC(C)(C)n1nnnc1C(c1ccccc1)N1CCc2ccccc2C1 (centres undefined),0,0,-2,2,-16,.,.,-0.4,0,8
Cc1c(C(=O)OCc2nc3scc(-c4ccccc4)c3c(=O)[nH]2)cccc1[N+](=O)[O-],2,-1,-2,5,-12,0,-7,-0.1,-6,0

2 entries drawn at random from the list so far:
SMILES,HTR5A ag,Wnt bcat act,V-ATPase pHluor,PvdQ inh,dFosB activator,NSD2 inh,SR-BI DiI inh,CDK5 p35 inh,HTR5A inv ctr,MITF TRPM1 HTS
Cc1ccc(NC(=O)N/C=C/c2ccc(Cl)cc2)cc1,-1,.,-4,-6,-7,1,7,0.1,2,30
COC(=O)c1ccc(C(NC(=O)c2cccnc2)NC(=O)c2cccnc2)cc1,5,-2,2,-20,-4,-8,-10,0.6,-18,-7

Additional structures.
SMILES,HTR5A ag,Wnt bcat act,V-ATPase pHluor,PvdQ inh,dFosB activator,NSD2 inh,SR-BI DiI inh,CDK5 p35 inh,HTR5A inv ctr,MITF TRPM1 HTS
CN(c1ccccc1)c1ccc(/C=C(\CCC(=O)O)c2nc3ccccc3s2)cc1[N+](=O)[O-],-2,.,1,4,-25,23,-2,0.4,4,-1
O=C(CCN1C(=O)S/C(=C\c2ccc(Cl)cc2)C1=O)Nc1ccc(C(=O)O)cc1,-3,1,2,-4,10,-1,-14,1.8,-3,9
N#CCC(CNc1ncc(C(F)(F)F)cc1Cl)OC(=O)c1cccc([N+](=O)[O-])c1 (centres undefined),3,-5,0,-8,1,-3,8,-17,4,15
O=C(NC(=O)c1ccccc1)C1=C(N2CCCC2)COC1=O,4,?,-4,-10,-4,.,-12,-1.1,9,62
NNC(=O)[C@H](Cc1ccccc1)NC(=O)NCCc1ccccc1,1,3,1,-6,0,-3,-14,-1.4,-4,-4
CCN(CC)C(=O)Cn1cnc2c1c(=O)n(C)c(=O)n2C,.,1,-3,2,6,8,12,-1.1,.,.
COCCNC(=O)C(OC(=O)c1cccs1)c1ccccc1 (centres undefined),-1,-5,0,-12,-3,.,-20,0.8,0,.
O=C(COC(=O)CCC(=O)c1ccc(F)cc1)Nc1cccc(S(=O)(=O)N2CCOCC2)c1,1,-1,-2,-7,-4,49,-19,0.2,17,4
Cc1cccc(C(=O)N2CCN(c3ccc([N+](=O)[O-])c(N4CCOCC4)c3)CC2)c1,1,-4,-5,16,-6,9,29,-1.8,-12,-21
Cc1nnc(SCC(=O)NC(C)(C)C)n1C1CCCCC1,-1,-2,4,-20,-6,-4,-4,2.4,-14,2
